OXTR potentiate: human OXTR potentiators, primary screen, fluorescence, CHO-OTR cells, Fluo-8 calcium. Oxytocin receptor (Homo sapiens), P30559. Fluo-8 calcium fluorescence, potentiator mode; 0% = oxytocin EC15, 100% = EC100. activation, % at 3 µM. hit rate 0.061% among 320,000. AID 2445, 2010;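 active means activation above that plate's cutoff, the mean activation of tested compounds plus 3 SD, cut at about 6.6% in these data, passing the limit was not always enough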;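 further: 100% uses oxytocin at 75 nM as the full agonist control; some results filed as inactive read as strong as hits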
Target sequence (P30559 whole entry, looked up): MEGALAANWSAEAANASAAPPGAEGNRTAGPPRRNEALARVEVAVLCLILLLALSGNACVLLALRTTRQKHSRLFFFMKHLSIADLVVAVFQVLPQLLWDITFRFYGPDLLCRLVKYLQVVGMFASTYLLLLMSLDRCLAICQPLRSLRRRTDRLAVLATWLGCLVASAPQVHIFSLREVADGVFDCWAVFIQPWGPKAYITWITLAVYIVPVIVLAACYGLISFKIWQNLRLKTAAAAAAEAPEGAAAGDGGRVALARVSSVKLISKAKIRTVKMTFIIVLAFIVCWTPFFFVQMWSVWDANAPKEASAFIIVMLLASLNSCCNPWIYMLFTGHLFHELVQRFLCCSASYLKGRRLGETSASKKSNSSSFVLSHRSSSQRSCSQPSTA
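Material: CHO-OTR cells, human receptor; compound dosing: single dose, 3.0 µM nominal final compound concentration; schedule: 6 min compound pre-incubation at room temperature, 100 s kinetic read; measured by: kinetic Fluo-8 calcium fluorescence; read-out basis: % activation vs EC15 and EC100 oxytocin; controls: EC15 oxytocin alone as 0%, 75 nM oxytocin as 100%; replicates: singlicate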
OXTR ag: human OXTR agonists, primary screen, fluorescence, CHO-OTR cells, Fluo-8 calcium; activation, % at 3 µM; hit rate 0.32% among 320,000; Oxytocin receptor (Homo sapiens), P30559; AID 2435, 2010; Fluo-8 calcium fluorescence; normalized: DMSO 0%, oxytocin 100%;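 active means activation above the mean of all tested compounds plus 3 SD, cutoff set per screening run, cut at about 20% in these data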;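 further: peak over basal fluorescence ratio from a 100 s FLIPR kinetic read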
TAAR1 agonist: human TAAR1 agonists, primary screen, Fluo-8 calcium fluorescence, CHO RD-HGA16 cells; Trace amine-associated receptor 1 (Homo sapiens), Q96RJ0; vehicle wells 0%, saturating PEA agonist 100%; hit rate 0.99% among 360,000; activation, % at 3 µM;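 active means activation above the mean activation of all test compounds in the run plus 3 SD, cut at about 38% in these data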
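Test system: RD-HGA16 (CHO) cells co-expressing Gα16 and hTAAR1 / Benchmarks: DMSO vehicle as 0%, PEA at EC100 as 100% / Repeats: no replicates (n 1) / Measure: % activation from peak over basal fluorescence ratio, DMSO-to-PEA scaled / Timing: 17-24 h plating, Fluo-8 75 min 37 °C, 30 min RT / Technique: kinetic Fluo-8 calcium fluorescence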
M1 ag: human M1 muscarinic receptor agonists, primary screen, Fluo-8 calcium fluorescence, CHO-K1 cells, HTS. CHO-K1 hM1, agonist mode; 0% DMSO, 100% acetylcholine EC100. activation, % at 3 µM. hit rate 0.33% among 360,000. Muscarinic acetylcholine receptor M1 (Homo sapiens), P11229;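 active means activation above the run's mean compound activation plus 3 SD, cut at about 16% in these data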;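 further: peak over basal fluorescence ratio within a 140 s kinetic read after compound addition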
Target sequence (P11229 whole entry, looked up): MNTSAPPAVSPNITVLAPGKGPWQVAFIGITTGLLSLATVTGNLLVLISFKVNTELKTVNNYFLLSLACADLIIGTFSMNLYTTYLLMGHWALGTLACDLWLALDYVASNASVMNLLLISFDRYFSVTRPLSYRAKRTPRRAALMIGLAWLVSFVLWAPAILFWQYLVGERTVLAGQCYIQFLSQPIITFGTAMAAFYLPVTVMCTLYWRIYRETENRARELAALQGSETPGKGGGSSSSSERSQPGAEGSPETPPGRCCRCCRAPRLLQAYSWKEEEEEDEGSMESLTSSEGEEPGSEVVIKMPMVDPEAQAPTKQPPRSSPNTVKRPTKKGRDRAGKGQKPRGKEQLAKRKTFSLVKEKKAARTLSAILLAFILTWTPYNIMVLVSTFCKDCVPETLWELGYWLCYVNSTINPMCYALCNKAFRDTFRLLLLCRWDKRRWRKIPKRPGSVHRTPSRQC
TAAR1 antagonist: human TAAR1 antagonists, primary screen, Fluo-8 calcium fluorescence, CHO RD-HGA16 cells | Trace amine-associated receptor 1 (Homo sapiens), Q96RJ0 | inhibition, % at 3 µM | antagonist | hit rate 1.5% among 360,000;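 active means inhibition above a per-plate cutoff, the mean inhibition of test compounds on that plate plus 3 SD, cut at about 49% in these data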;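 further: 0% = DMSO plus EC80 beta-PEA response and 100% = DMSO alone without agonist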
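Test system – hTAAR1-expressing CHO RD-HGA16 cells, Gα16-coupled · Also added – β-PEA at EC80 concentration, post-compound challenge · Compound – 3 µM, single point · Incubation – dye loading 75 min at 37 °C, then 30 min room temperature · Measured by – Fluo-8 intracellular calcium dye fluorescence, real-time kinetic reads · Benchmarks – vehicle and agonist controls · Replicates – singlicate, one well per test compound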
CHRM1 PAM: human M1 muscarinic receptor positive allosteric modulators, primary screen, CHO-K1 cells, Fluo-8 calcium fluorescence, 1536-well; CHO-K1 hM1, ACh EC20; 0% = ACh EC20, 100% = maximal ACh; hit rate 0.088% among 360,000; AID 588819, 2011; activation, % at 3 µM; Muscarinic acetylcholine receptor M1 (Homo sapiens), P11229; in the data active means activation above about 19%, passing the limit was not always enough
V1R ag counter: agonists of human V1a receptor, primary screen, counter-screen for OXTR agonist project, fluorescence, CHO-V1R cells | Fluo-8 calcium fluorescence, agonist mode; 0% DMSO, 100% 3 nM vasopressin | activation, % at 3 µM | hit rate 0.25% among 320,000 | AID 2797, 2010;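 active means activation above the mean activation of all tested compounds plus 3 SD, per screening run, cut at about 20% in these data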;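 further: signal is peak over basal fluorescence ratio across a 100 second FLIPR read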
CHRM1 antagonist: human M1 muscarinic receptor antagonists, primary screen, CHO-K1 cells, Fluo-8 calcium fluorescence, 1536-well; Muscarinic acetylcholine receptor M1 (Homo sapiens), P11229; hit rate 1.3% among 360,000; inhibition, % at 3 µM; CHO-K1 hM1, ACh EC80 antagonist;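 active means percent inhibition above its own plate's cutoff, namely the mean of that plate's compound wells plus 3 SD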;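 further: peak over basal fluorescence ratio during 140 s after agonist addition; 0% = ACh EC80 plus DMSO and 100% = DMSO alone without agonist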
CHO parental Ca: ATP-evoked calcium signal inhibitors, parental CHO, primary screen, counter-screen for OX1R antagonist project, cell-based, fluorescence, Fluo-8 calcium dye; AID 463079, 2010; hit rate 0.63% among 330,000; parental CHO-K1, ATP-induced calcium, Fluo-8 fluorescence; inhibition, % at 5.6 µM;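 active means inhibition above that plate's mean sample inhibition plus 3 SD, cut at about 26% in these data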;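 further: 0% = ATP-challenged DMSO wells and 100% = DMSO wells without ATP; some compounds past the cut are filed as inactive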
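Material: parental CHO cells / Compound: single nominal dose of 5.6 µM per compound / Signal: Fluo-8 fluorescence / Replicates: singlicate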
Starred values were filed as active, the others as inactive.

Cc1cccc(NC(=O)/C=C/c2cccs2)n1 was read as OXTR potentiate 6, OXTR ag -2.5, TAAR1 agonist 12, M1 ag -5, TAAR1 antagonist -11, CHRM1 PAM 12, V1R ag counter -1.1, CHRM1 antagonist -12 and CHO parental Ca -8.
For COc1ccc(S(=O)(=O)NC(=O)C2(C)CCN2C(=O)C2CC2)cc1 (configuration not stated) the results were TAAR1 agonist 4, M1 ag -2, TAAR1 antagonist -8, CHRM1 PAM 10 and CHRM1 antagonist -14.
Screening CCCc1cc2nnc(SCC(=O)N(C)C3CCCCC3)n2c(N)n1 returned OXTR potentiate -10, OXTR ag -1.2, TAAR1 agonist 2, M1 ag -6, TAAR1 antagonist -10, CHRM1 PAM 8, V1R ag counter -0.8, CHRM1 antagonist -5 and CHO parental Ca -13.
`Cc1c(CCC(=O)NC2CC2)c(=O)oc2cc(O)ccc12` gave OXTR potentiate -1, OXTR ag 0.4, TAAR1 agonist 1, M1 ag 0, TAAR1 antagonist -29, CHRM1 PAM 4, V1R ag counter 0.0, CHRM1 antagonist -10 and CHO parental Ca -7.
`Cc1cc(C)nc(-n2ncc3c2CC(c2ccc(C(C)C)cc2)CC3=O)n1` (configuration not stated) gave OXTR potentiate -12, OXTR ag -1.3, TAAR1 agonist 14, M1 ag -5, TAAR1 antagonist -40, CHRM1 PAM 7, V1R ag counter 0.2, CHRM1 antagonist -13 and CHO parental Ca -29.
COc1ccc(NC(=O)C2CCN(C(=O)Nc3ccc(C)cc3)CC2)cc1OC was read as OXTR potentiate 1, OXTR ag -0.2, TAAR1 agonist -2, M1 ag -3, TAAR1 antagonist -8, CHRM1 PAM 4, V1R ag counter 0.2, CHRM1 antagonist -4 and CHO parental Ca -10.
Screening CC(C(=O)NC1C=CS(=O)(=O)C1)N1C(=O)/C(=C/c2ccc(Cl)cc2)SC1=S (configuration not stated) returned OXTR potentiate -21, OXTR ag 1.2, TAAR1 agonist 6, M1 ag -3, TAAR1 antagonist -9, CHRM1 PAM -6, V1R ag counter 0.7, CHRM1 antagonist 6 and CHO parental Ca 4.
For COc1ccc(-n2ccnc2SCC(=O)NC2CCCC2)cc1 the results were OXTR potentiate -7, OXTR ag -1.1, TAAR1 agonist 3, M1 ag -4, TAAR1 antagonist 4, CHRM1 PAM 4, V1R ag counter 0.8, CHRM1 antagonist -4 and CHO parental Ca -2.
O=C(Oc1ccc2ccccc2c1Cl)N1CCCCCC1 was read as OXTR potentiate -6, OXTR ag -1.4, TAAR1 agonist 2, M1 ag -5, TAAR1 antagonist 6, CHRM1 PAM 6, V1R ag counter -1.0, CHRM1 antagonist -6 and CHO parental Ca -5.
For COc1cc2c(cc1NC(=O)COC(=O)[C@@H](NS(=O)(=O)c1ccccc1)C(C)C)oc1ccccc12 the results were OXTR potentiate -6, OXTR ag -0.9, TAAR1 agonist 4, M1 ag -4, TAAR1 antagonist 25, CHRM1 PAM 0, V1R ag counter 1.4, CHRM1 antagonist 1 and CHO parental Ca -5.
`COC(=O)CCCC(=O)N1CCCC(N(C)CCc2ccccc2)C1` (configuration not stated) gave OXTR potentiate 4, OXTR ag 1.0, TAAR1 agonist 18, M1 ag -10, TAAR1 antagonist -8, CHRM1 PAM 8, V1R ag counter 0.5, CHRM1 antagonist -17 and CHO parental Ca -8.
For O=C(O)C1CC=CCC1C(=O)NC12CC3CC(CC(C3)C1)C2 (configuration not stated) the results were OXTR potentiate -12, OXTR ag 1.6, TAAR1 agonist 1, M1 ag -2, TAAR1 antagonist 0, CHRM1 PAM 5, V1R ag counter 0.5, CHRM1 antagonist -7 and CHO parental Ca -1.
Screening CCOc1ccc(-c2cc(C(=O)O)c3ccccc3n2)cc1 returned OXTR potentiate -2, OXTR ag -0.2, TAAR1 agonist 10, M1 ag -3, TAAR1 antagonist 4, CHRM1 PAM 9, V1R ag counter 0.8, CHRM1 antagonist -7 and CHO parental Ca -6.
Screening COC(=O)c1ccc(NC(=O)CSc2nnc(-c3ccncc3)n2C)cc1 returned OXTR potentiate -11, OXTR ag -1.3, TAAR1 agonist 3, M1 ag -6, TAAR1 antagonist 6, CHRM1 PAM 4, V1R ag counter 2.9, CHRM1 antagonist -10 and CHO parental Ca -15.
Screening CCCC(NC(=O)c1c(C)noc1C)C12CC3CC(CC(C3)C1)C2 (configuration not stated) returned OXTR potentiate 4, OXTR ag 0.6, TAAR1 agonist 0, M1 ag -5, TAAR1 antagonist 1, CHRM1 PAM 9, V1R ag counter -0.6, CHRM1 antagonist -11 and CHO parental Ca -4.
`COc1ccccc1NC(=O)c1c(Nc2ccccc2C)sc(C(=O)Nc2cccc(Cl)c2)c1N` gave OXTR potentiate -14, OXTR ag 2.4, TAAR1 agonist 3, M1 ag -2, TAAR1 antagonist 23, CHRM1 PAM 3, V1R ag counter 2.6, CHRM1 antagonist 9 and CHO parental Ca 6.
CCSc1nnc(NC(=O)C2CC=CCC2C(=O)O)s1 (configuration not stated) was read as OXTR potentiate -14, OXTR ag 0.0, TAAR1 agonist 7, M1 ag -4, TAAR1 antagonist 3, CHRM1 PAM 4, V1R ag counter -0.9, CHRM1 antagonist -4 and CHO parental Ca -8.
O=C1C2C(C(=O)N1/N=C/c1ccc(N3CCCCC3)o1)C1C=CC2C12CC2 (configuration not stated) was read as OXTR potentiate -1, OXTR ag 0.2, TAAR1 agonist 10, M1 ag -5, TAAR1 antagonist 1, CHRM1 PAM 1, V1R ag counter -0.7, CHRM1 antagonist 1 and CHO parental Ca -8.
Screening OCc1ccc(-c2cccc3nccn23)cc1 returned TAAR1 agonist 0, M1 ag -6, TAAR1 antagonist 0, CHRM1 PAM 5 and CHRM1 antagonist -11.
For N#Cc1c(Cl)nc(-c2cccnc2)nc1-c1ccccc1 the results were OXTR potentiate -13, OXTR ag 0.2, V1R ag counter 0.0 and CHO parental Ca 1.
For O=C(CCn1c(=O)[nH]c2ccsc2c1=O)Nc1ccc(F)c(F)c1 the results were OXTR potentiate -11, OXTR ag -0.8, TAAR1 agonist 12, M1 ag -2, TAAR1 antagonist 1, CHRM1 PAM 7, V1R ag counter 2.5, CHRM1 antagonist -4 and CHO parental Ca -6.
For CCC(Sc1ccc2nnc(-c3cccnc3)n2n1)C(=O)OC (configuration not stated) the results were OXTR potentiate -2, OXTR ag -0.9, TAAR1 agonist 2, M1 ag -2, TAAR1 antagonist 13, CHRM1 PAM 1, V1R ag counter -0.3, CHRM1 antagonist 1 and CHO parental Ca -13.
For COc1ccc(OC)c(NC(=O)C2CC(=O)N(c3ccccc3)C2)c1 (configuration not stated) the results were OXTR potentiate -15, OXTR ag 0.4, TAAR1 agonist 2, M1 ag 0, TAAR1 antagonist -10, CHRM1 PAM 7, V1R ag counter -0.2, CHRM1 antagonist -6 and CHO parental Ca -11.
Cc1cc(NC(=O)COC(=O)c2c(C)nn(-c3ccccc3)c2C)no1 was read as OXTR potentiate -19, OXTR ag -2.6, TAAR1 agonist 2, M1 ag -4, TAAR1 antagonist -11, CHRM1 PAM 4, V1R ag counter -1.4, CHRM1 antagonist -8 and CHO parental Ca -18.
`Cc1ccc(CNC(=O)C23CN(Cc4ccccc4)CC2C(c2cccc([N+](=O)[O-])c2)=NO3)cc1` (configuration not stated) gave OXTR potentiate -7, OXTR ag -1.5, TAAR1 agonist 11, M1 ag -4, TAAR1 antagonist -14, CHRM1 PAM 0, V1R ag counter 1.1, CHRM1 antagonist -2 and CHO parental Ca -16.
Screening CNS(=O)(=O)c1cccc(C(=O)OCC(=O)N(CCC#N)c2ccccc2)c1 returned OXTR potentiate 1, OXTR ag 1.2, TAAR1 agonist 0, M1 ag -3, TAAR1 antagonist 0, CHRM1 PAM 9, V1R ag counter 2.0, CHRM1 antagonist -11 and CHO parental Ca -6.
For Cc1ccc(S(=O)(=O)N2CCN(CC(=O)N/N=C\c3ccccn3)CC2)cc1 the results were OXTR potentiate -11, OXTR ag -1.8, TAAR1 agonist 2, M1 ag -5, TAAR1 antagonist -21, CHRM1 PAM -2, V1R ag counter -0.3, CHRM1 antagonist 1 and CHO parental Ca -9.
`COc1cc(CCC(=O)Nc2c(C(=O)N3CCN(c4ccccc4OC)CC3)oc3ccccc23)on1` gave OXTR potentiate -6, OXTR ag -0.1, TAAR1 agonist 7, M1 ag -1, TAAR1 antagonist 30, CHRM1 PAM -5, V1R ag counter 2.7, CHRM1 antagonist 16 and CHO parental Ca -27.
For O=C(Oc1ccc(Br)cc1C(=S)N1CCCCC1)c1cc([N+](=O)[O-])cc([N+](=O)[O-])c1 the results were OXTR potentiate -10, OXTR ag -0.9, M1 ag -5, CHRM1 PAM 0, V1R ag counter -0.8, CHRM1 antagonist -1 and CHO parental Ca -6.
`C/C(=N/NC(=O)c1cc(O)c(O)c(O)c1)c1ccc([N+](=O)[O-])cc1` gave TAAR1 agonist 0, M1 ag -4, TAAR1 antagonist -7, CHRM1 PAM -14 and CHRM1 antagonist 6.
`CCOc1ccc(C2C(C(=O)Nc3cc(C)on3)c3ccccc3C(=O)N2CCN2CCOCC2)cc1` (configuration not stated) gave OXTR potentiate -9, OXTR ag -0.7, TAAR1 agonist 3, M1 ag -4, TAAR1 antagonist -22, CHRM1 PAM 0, V1R ag counter 0.1, CHRM1 antagonist 4 and CHO parental Ca -14.

An excerpt taken from the entries so far, for reference:
`COc1cc(CCC(=O)Nc2c(C(=O)N3CCN(c4ccccc4OC)CC3)oc3ccccc23)on1` gave OXTR potentiate -6, OXTR ag -0.1, TAAR1 agonist 7, M1 ag -1, TAAR1 antagonist 30, CHRM1 PAM -5, V1R ag counter 2.7, CHRM1 antagonist 16 and CHO parental Ca -27.
For O=C(Oc1ccc(Br)cc1C(=S)N1CCCCC1)c1cc([N+](=O)[O-])cc([N+](=O)[O-])c1 the results were OXTR potentiate -10, OXTR ag -0.9, M1 ag -5, CHRM1 PAM 0, V1R ag counter -0.8, CHRM1 antagonist -1 and CHO parental Ca -6.

Assay outcomes as filed in PubChem.
